Screens from PubChem.
APP 5'UTR act = activates APP 5'UTR luciferase reporter | activation, % at 2 µM | 1% of 190,000 active | SH-SY5Y APP 5'UTR luciferase reporter, luminescence; zero percent = DMSO vehicle wells;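 active = activation above a set limit, based on mean plus 3 SD of controls, cut at about 140% in these data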; note: values of inactives mirror those of a sister screen read the other way
APP transl inh = APP translation inhibition; SH-SY5Y APP 5'UTR-luciferase reporter, luminescence; inhibition, % at 2 µM; 0.82% of 190,000 active; AID 1285;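 active = inhibition above a set limit, derived from the sample mean plus 3 SD, cut at about 45% in these data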; note: values of inactives mirror those of a sister screen read the other way
Diaphorase inh = inhibits diaphorase or chemically oxidizes, flagging diaphorase assay artifacts; diaphorase resazurin-to-resorufin fluorescence, NADH, 16 min; bacterial (C. kluyveri) enzyme, not human; inhibition, % at 20 µM; 0.69% of 190,000 active; AID 1217;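 active = primary screen inhibition at 20 µM above a set limit, cut at about 50% in these data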;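 note: plate controls were DMSO with full reaction for no effect and wells lacking NADH for full effect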
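Detection: fluorescence of resorufin formed from resazurin, Ex 544/Em 590 nm; test system: Clostridium kluyveri diaphorase enzyme; amount: 0.14 U/mL diaphorase, enzyme working solution; times: 16-min room-temperature incubation before reading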
G6PDH CS = counter-screen for G6PDH assay hits: L. mesenteroides G6PDH inhibition; Purified L. mesenteroides G6PDH, diaphorase/resazurin coupled fluorescence, 45 min; inhibition, % at 5 µM; 0.12% of 200,000 active; AID 1020; in the data active = inhibition above about 50%
FLuc inh counter = counter-screen for luciferase assay inhibitors: firefly luciferase inhibition; ATPLite firefly luciferase biochemical luminescence, 10 min; P08659; inhibition, % at 10 µM; 1.5% of 200,000 active;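 active = inhibition above about 50% when tested at 10 µM, limit read from the data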
NF-kB expr up = raises NF-kB expression in human neuronal cells. NF-kB reporter expression; active compounds read high. fold change at 12.5 µM. 1.6% of 190,000 active; in the data active = fold change above about 3.3
FLuc stim CS = firefly luciferase counter-screen for stimulation assays; P08659; ATPlite luciferase biochemical, luminescence, 10 min; 0 = ATP-free wells, 1 = DMSO control; AID 1027; activation factor at 10 µM; 200,000 tested, under 10 active;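 active = luciferase activation factor, scaled between plate controls, of at least 2 with compound at 10 µM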
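test system = cell-free luciferase reagent | medium = PBS as buffer for the ATP substrate | dosing = test compounds dosed from 2 mM stocks in 100% DMSO | incubation = 10 min at ambient temperature | detection = luminescence measurement of luciferase light output | benchmarks = low control with PBS replacing ATP, high control enzyme plus ATP without compound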
TLR4 MyD88 comp = TLR4-MyD88 interaction inhibition in cells; AID 861; HeLa CL3-4 TLR4/MyD88 BLA complementation, FRET ratio; inhibition, % at 8.4 µM; 0.18% of 200,000 active; in the data active = inhibition above about 25%;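 note: 0% = vehicle and 100% = reference inhibitor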
Target sequence (O00206 whole entry, looked up): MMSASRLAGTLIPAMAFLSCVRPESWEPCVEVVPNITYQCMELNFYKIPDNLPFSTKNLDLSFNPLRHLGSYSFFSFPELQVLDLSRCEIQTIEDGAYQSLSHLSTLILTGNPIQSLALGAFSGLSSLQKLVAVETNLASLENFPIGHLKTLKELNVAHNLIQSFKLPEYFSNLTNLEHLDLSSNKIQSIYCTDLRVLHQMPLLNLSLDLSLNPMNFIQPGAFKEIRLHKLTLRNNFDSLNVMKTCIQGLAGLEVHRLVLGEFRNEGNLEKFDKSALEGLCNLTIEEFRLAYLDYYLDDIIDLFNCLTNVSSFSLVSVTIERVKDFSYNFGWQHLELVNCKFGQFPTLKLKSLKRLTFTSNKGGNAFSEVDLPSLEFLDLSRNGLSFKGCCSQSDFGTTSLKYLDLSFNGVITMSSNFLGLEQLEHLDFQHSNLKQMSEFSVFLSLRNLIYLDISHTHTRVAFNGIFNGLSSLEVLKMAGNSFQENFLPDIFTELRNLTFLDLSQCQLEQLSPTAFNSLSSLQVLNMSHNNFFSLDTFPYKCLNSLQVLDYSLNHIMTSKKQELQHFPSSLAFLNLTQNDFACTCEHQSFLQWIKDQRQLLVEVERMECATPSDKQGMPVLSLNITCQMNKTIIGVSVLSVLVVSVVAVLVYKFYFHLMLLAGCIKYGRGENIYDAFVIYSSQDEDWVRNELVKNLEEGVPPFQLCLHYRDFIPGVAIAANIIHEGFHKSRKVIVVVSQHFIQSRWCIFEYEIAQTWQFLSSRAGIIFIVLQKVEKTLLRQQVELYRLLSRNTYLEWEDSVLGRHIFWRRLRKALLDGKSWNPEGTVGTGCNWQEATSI
Target sequence (Q99836 whole entry, looked up): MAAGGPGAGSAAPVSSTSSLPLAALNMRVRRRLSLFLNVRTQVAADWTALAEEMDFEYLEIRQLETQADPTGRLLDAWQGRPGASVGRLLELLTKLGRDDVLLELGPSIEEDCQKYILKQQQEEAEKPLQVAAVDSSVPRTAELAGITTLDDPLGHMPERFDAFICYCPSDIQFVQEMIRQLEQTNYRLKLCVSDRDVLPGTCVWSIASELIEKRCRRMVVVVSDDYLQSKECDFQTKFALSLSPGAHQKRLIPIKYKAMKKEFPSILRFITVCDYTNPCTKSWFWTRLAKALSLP
STAT1 act = STAT1 signaling activation. NIH 3T3 STAT1-luciferase reporter, IFN-gamma, luminescence; 100% = IFN-gamma alone, no compound. activation (% of control), % at 5.5 µM. 2.6% of 200,000 active. AID 932;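 active = activation above the screen-wide mean activation plus 3 SD, cut at about 130% in these data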;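 note: raw ratio to IFN-gamma control signal so 100% means no change and 0% no light; values of inactives mirror those of a sister screen read the other way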
Diaph act CS = counter-screen for diaphorase-based assays: diaphorase activators and chemical reducers | 0.005% of 190,000 active | AID 1229 | Diaphorase/resazurin coupled assay, resorufin fluorescence, 16 min; active compounds read high; 1 = vehicle wells, 0 = NADH-free wells | activation factor at 20 µM;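 active = diaphorase activity raised at least twofold by the compound at 20 µM; inactive = activation factor below 2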
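Material: Purified diaphorase enzyme from Clostridium kluyveri | Buffer or medium: 50 mM HEPES pH 7.4 with 4.542 mM MgCl2, 0.005% Tween 20 | Times: 16 min enzyme reaction, ambient temperature | Signal: Red resorufin fluorescence at 544/590 nm excitation/emission | Measure: Increased resorufin signal from activators or reducing compounds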
An asterisk follows results filed as active; . = not tested or not shown. Compounds as they come; any-hit rate near 5.6%.

Letter code – A = APP 5'UTR act; B = APP transl inh; C = Diaphorase inh; D = G6PDH CS; E = FLuc inh counter; F = NF-kB expr up; G = FLuc stim CS; H = TLR4 MyD88 comp; I = STAT1 act; J = Diaph act CS
Molecule: Cc1oc(/C=N/NC(=O)CN(c2ccccc2Br)S(C)(=O)=O)cc1Br
  A: 11	B: -11	C: 28	D: 7	E: -7	F: 1	G: 1.1	H: 9	I: 97	J: 0.7
Molecule: Cc1ccc(-c2cccc(NC(=O)C3C4C=CC(C4)C3C(=O)O)c2)o1 (stereo unspecified)
  A: 15	B: -15	C: 2	D: -3	E: 2	F: 0.62	G: 1	H: 7	I: 107	J: 1
Molecule: COc1ccc(S(=O)(=O)NCCCCCC(=O)NCCCN2CCOCC2)cc1
  A: 7	B: -7	C: 10	D: 7	E: -2	F: 1.1	G: 1	H: -9	I: 91	J: 0.9
Molecule: Nc1[nH]nc2c1NN(c1ccc(Cl)cc1Cl)N2
  A: 47	B: -47	C: 8	D: -3	E: 7	F: 1.4	G: 0.9	H: 0	I: 128	J: 0.9
Molecule: CCOC(=O)CCCn1ncn2c(cc3occc32)c1=O
  A: 9	B: -9	C: -3	D: 8	E: 2	F: 2.8	G: 1	H: 10	I: 106	J: 1
Molecule: Cc1nc([N+](=O)[O-])cn1CC(=O)NCCCO
  A: -6	B: 6	C: -1	D: 8	E: -4	F: 1.1	G: 1	H: 1	I: 104	J: 1
Molecule: Cc1ccc(-n2c(C)cn(C(=O)c3ccccc3)c2=S)cc1
  A: 2	B: -2	C: 19	D: 8	E: -6	F: 1	G: 1.1	H: -8	I: 99	J: 0.8
Molecule: CC(=O)N1CCC[C@H]1C(=O)O
  A: 11	B: -11	C: 7	D: 0	E: -5	F: 1.2	G: 1	H: 6	I: 104	J: 0.9
Molecule: CC(C)c1ccccc1NC(=O)c1ccccc1NC(=O)C1CCCCC1
  A: -4	B: 4	C: 17	D: -12	E: -5	F: 0.96	G: 1.1	H: 7	I: 104	J: 0.8
Molecule: CC1=C(C(=O)OCc2ccccc2)C(c2ccc(C)o2)C2=C(CCCC2=O)N1 (stereo unspecified)
  A: -11	B: 11	C: 19	D: -22	E: -8	F: 1.1	G: 1.1	H: 5	I: 91	J: 0.8

Continuation.
Letter code – A = APP 5'UTR act; B = APP transl inh; C = Diaphorase inh; D = G6PDH CS; E = FLuc inh counter; F = NF-kB expr up; G = FLuc stim CS; H = TLR4 MyD88 comp; I = STAT1 act; J = Diaph act CS
Molecule: CC(=O)Nc1nnc(-c2ccco2)o1
  A: 8	B: -8	C: 6	D: 8	E: -6	F: 1.2	G: 1.1	H: -8	I: 98	J: 0.9
Molecule: COc1cccc(NC(=O)Cn2c(=O)n(-c3cc(OC)c(OC)c(OC)c3)c(=O)c3ccccc32)c1
  A: -18	B: 18	C: 9	D: 10	E: -2	F: 1	G: 1	H: -13	I: 104	J: 0.9
Molecule: CCN(CC)S(=O)(=O)c1ccc(NC(=O)C(OC)c2ccccc2)cc1 (stereo unspecified)
  A: -9	B: 9	C: 16	D: -7	E: -11	F: 0.8	G: 1.1	H: 10	I: 99	J: 0.8
Molecule: COc1ccc2c(c1)c(=O)c(Br)c(C)n2Cc1ccccc1
  A: -7	B: 7	C: 18	D: -2	E: -5	F: 0.98	G: 1.1	H: 5	I: 112	J: 0.8
Molecule: O=C(NC1CCCCC1)C12CC3CC(CC(Cl)(C3)C1)C2
  A: 14	B: -14	C: 9	D: -6	E: -6	F: 0.99	G: 1.1	H: -6	I: 94	J: 0.9
Molecule: Cc1cc(C)n(CCCN2C(=O)c3cccc4cccc(c34)C2=O)n1
  A: 12	B: -12	C: 7	D: 7	E: -4	F: 1.1	G: 1	H: -19	I: 100	J: 0.9
Molecule: O=C(COC(=O)/C=C/c1cccc(C(F)(F)F)c1)Nc1cccc2ccccc12
  A: 10	B: -10	C: -7	D: 7	E: 0	F: 0.96	G: 1	H: -6	I: 109	J: 1.1
Molecule: COc1ccc(C2Nc3ccccc3C(=O)N2c2ccccc2)cc1Cn1cc([N+](=O)[O-])cn1 (stereo unspecified)
  A: 11	B: -11	C: 14	D: -25	E: 2	F: 0.92	G: 1	H: -7	I: 94	J: 0.9
Molecule: COc1ccc(Cc2nnc3n2N=C(c2cc4ccccc4o2)CS3)cc1OC
  A: 1	B: -2	C: .	D: .	E: .	F: .	G: .	H: -15	I: 99	J: .
Molecule: CCOc1ccc(OCC)c(Nc2cc(C)nc3ncnn23)c1
  A: 13	B: -13	C: 17	D: 8	E: -8	F: 1.5	G: 1.1	H: 1	I: 89	J: 0.8

Eleven structures already listed, arranged by molar mass, ascending.
Letter code – A = APP 5'UTR act; B = APP transl inh; C = Diaphorase inh; D = G6PDH CS; E = FLuc inh counter; F = NF-kB expr up; G = FLuc stim CS; H = TLR4 MyD88 comp; I = STAT1 act; J = Diaph act CS
Molecule: CC(=O)Nc1nnc(-c2ccco2)o1
  A: 8	B: -8	C: 6	D: 8	E: -6	F: 1.2	G: 1.1	H: -8	I: 98	J: 0.9
Molecule: O=C(NC1CCCCC1)C12CC3CC(CC(Cl)(C3)C1)C2
  A: 14	B: -14	C: 9	D: -6	E: -6	F: 0.99	G: 1.1	H: -6	I: 94	J: 0.9
Molecule: Cc1ccc(-n2c(C)cn(C(=O)c3ccccc3)c2=S)cc1
  A: 2	B: -2	C: 19	D: 8	E: -6	F: 1	G: 1.1	H: -8	I: 99	J: 0.8
Molecule: CCOc1ccc(OCC)c(Nc2cc(C)nc3ncnn23)c1
  A: 13	B: -13	C: 17	D: 8	E: -8	F: 1.5	G: 1.1	H: 1	I: 89	J: 0.8
Molecule: COc1ccc2c(c1)c(=O)c(Br)c(C)n2Cc1ccccc1
  A: -7	B: 7	C: 18	D: -2	E: -5	F: 0.98	G: 1.1	H: 5	I: 112	J: 0.8
Molecule: CC(C)c1ccccc1NC(=O)c1ccccc1NC(=O)C1CCCCC1
  A: -4	B: 4	C: 17	D: -12	E: -5	F: 0.96	G: 1.1	H: 7	I: 104	J: 0.8
Molecule: CCN(CC)S(=O)(=O)c1ccc(NC(=O)C(OC)c2ccccc2)cc1 (stereo unspecified)
  A: -9	B: 9	C: 16	D: -7	E: -11	F: 0.8	G: 1.1	H: 10	I: 99	J: 0.8
Molecule: CC1=C(C(=O)OCc2ccccc2)C(c2ccc(C)o2)C2=C(CCCC2=O)N1 (stereo unspecified)
  A: -11	B: 11	C: 19	D: -22	E: -8	F: 1.1	G: 1.1	H: 5	I: 91	J: 0.8
Molecule: COc1ccc(Cc2nnc3n2N=C(c2cc4ccccc4o2)CS3)cc1OC
  A: 1	B: -2	C: .	D: .	E: .	F: .	G: .	H: -15	I: 99	J: .
Molecule: COc1ccc(C2Nc3ccccc3C(=O)N2c2ccccc2)cc1Cn1cc([N+](=O)[O-])cn1 (stereo unspecified)
  A: 11	B: -11	C: 14	D: -25	E: 2	F: 0.92	G: 1	H: -7	I: 94	J: 0.9
Molecule: COc1cccc(NC(=O)Cn2c(=O)n(-c3cc(OC)c(OC)c(OC)c3)c(=O)c3ccccc32)c1
  A: -18	B: 18	C: 9	D: 10	E: -2	F: 1	G: 1	H: -13	I: 104	J: 0.9

(listing goes on)
Molecule | APP 5'UTR act | APP transl inh | Diaphorase inh | G6PDH CS | FLuc inh counter | NF-kB expr up | FLuc stim CS | TLR4 MyD88 comp | STAT1 act | Diaph act CS
O=C(NC1CCCC1)c1ccc2nc[nH]c2c1 | 7 | -7 | 14 | 2 | 0 | 1.4 | 1 | 2 | 100 | 0.9
Cc1cc(C)c(C)c(S(=O)(=O)N2CCN(CC(=O)c3c(N)n(Cc4ccccc4)c(=O)n(C)c3=O)CC2)c1C | -5 | 5 | 24 | 3 | -1 | 0.84 | 1 | -2 | 95 | 0.8
CCOC(=O)N1CCN(CCC(=O)Nc2cc(OC)ccc2OC)CC1 | -2 | 2 | -8 | 14 | 1 | 1.1 | 1 | 8 | 100 | 1.1
C=CCNS(=O)(=O)c1ccc(OCC(=O)OC)cc1 | 8 | -8 | 9 | 1 | -4 | 1.1 | 1 | -7 | 96 | 0.9
